Screening results as filed in PubChem BioAssay.
Cav32 inh: blocks human Cav3.2 T-type calcium channel; Cav3.2-expressing cells, Fluo-4 calcium fluorescence FDSS; hits give low values; B-score at 10 µM; 4% of 100,000 active;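 active = single-dose well whose peak fluorescence ratio is a statistical outlier from its plate by either plate-standardised score or position-corrected B-score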
An asterisk follows results filed as active.

SMILES	Cav32 inh
Cc1noc(C)c1C(=O)Nc1sc2c(c1C(N)=O)CCC2	2.4
Cc1c(C(=O)OCCN2CCCCC2)oc2ccccc12	0.0095
COc1ccc(CN(CC2CCCO2)C(=O)CN2C(=O)C(C)Oc3ccc(C)cc32)cc1OC (stereo not given)	0.66
COc1cc(S(=O)(=O)N2CCN(C)CC2)c(OC)cc1Br	-0.13
CC1CCCC(C)N1C(=O)COc1ccc(-c2nnco2)cc1 (stereo not given)	0.51
COc1ccc(CCNC(=O)c2ccc(=O)[nH]n2)cc1OC	0.81
CCOc1ccc(C(=O)c2cccs2)cc1	0.24
Cc1ccc(CSc2nc3c(cc2C#N)CCC3)cc1	-0.063
C=CCNC(=O)COC(=O)COc1ccc(Cl)cc1C	-0.74
N#Cc1ccc(NC(=O)CCc2ccc(S(=O)(=O)N3CCOCC3)cc2)cc1	0.43
CCn1c(SCC(=O)Nc2ccc3c(c2)OCCO3)nnc1-c1ccco1	0.17
Cc1ccc(SCCCn2cncn2)cc1	-0.66
O=C(CSc1nnc(-c2ccc(O)cc2)n1Cc1ccco1)c1cccs1	0.027
C=CCSc1nnc2c(n1)OC(c1ccccn1)N(C(C)=O)c1ccccc1-2 (stereo not given)	1.7
C=C(C)CNC(=S)/N=c1\scc(C)n1CC	-0.097
COc1ccc(N2CCN(C(c3cc4ccc(C)cc4[nH]c3=O)c3nnnn3C3CCCC3)CC2)cc1 (stereo not given)	-2.6
O=Cc1nc(-c2ccccc2Cl)n2ccccc12	0.45
O=C(Nc1nnc(-c2ccc(Cl)cc2)o1)NC1CCCCC1	-0.32
Cn1cc([N+](=O)[O-])c(C(=O)Nc2ccc(Br)cn2)n1	0.048
CC(C)(C)n1nnnc1C(c1cccs1)N1CCN(Cc2ccccc2)CC1 (stereo not given)	1.5
COc1ccc(CN2CCN(S(=O)(=O)c3ccc(C)cc3)CC2)cc1Br	-0.63
Cc1nc2ccccc2c(=O)n1NC(=O)c1ccco1	0.75
COc1ccc(CN2CCN(c3ccccn3)CC2)cc1OCc1ccccc1	-0.82
CCOC(=O)C1=C(C)OC(N)=C(C#N)C1c1cc(F)ccc1F (stereo not given)	-1.1
NS(=O)(=O)c1ccc(CCNC(=O)Nc2ccc(Cl)c(Cl)c2)cc1	-0.52
Cc1cc(C(F)(F)F)nc(SCC(=O)NC2=NC(=O)C(C)S2)n1 (stereo not given)	-0.011
O=C(c1ccc2c(c1)OCCO2)N1CCCCC1	0.22
CC[N+]1(CC)CC2=Cc3c(ccc4ccccc34)CC2C1 (stereo not given)	0.42
Nc1nonc1-c1noc(-c2ccc(Br)o2)n1	-0.67
CC(C)(C)c1ccccc1OCCOCCSc1ncccn1	-2.9
Cc1cnc(C(=O)Nc2ccccc2-c2ccc(C)o2)cn1	0.048
CC(=O)NS(=O)(=O)c1ccc(NC(=S)NC(=O)c2ccco2)cc1	0.35
CCCc1cc(C(=O)NCc2cccs2)no1	0.33
N#Cc1nc(-c2ccco2)oc1N1CCN(c2cccc(Cl)c2)CC1	-2.9
Clc1ccc(N2CCN(c3ncnc4c3oc3ccccc34)CC2)cc1	0.24
C=CCSc1nnc(NC(=O)COc2ccc3ccccc3c2)s1	-2.1
CC/C(=C\C(=O)c1cccnc1)Nc1ccc(C)c(C)c1	-1.2
CC(C)(C)C1=Nn2c(nnc2-c2ccco2)SC1	0.063
CC(Sc1ccccc1)C(=O)Nc1ccccc1C(=O)N1CCOCC1 (stereo not given)	0.85
COc1ccc(-c2nc3c(c(=O)[nH]c(=O)n3Cc3ccccc3)n2Cc2ccccc2)cc1	-6.4*
CCN(CC)CC(=O)Nc1nc(-c2ccc(Cl)cc2)cs1	0.92
CCc1cccc2c(C#N)cn(CCOc3ccccc3OC)c12	-1.1
CCN1CCN(c2cc(-c3ccccc3)nc3cc(-c4cccc(F)c4)nn23)CC1	-4.1
C#CCOCCOCCOCCNc1nc(N2CCN(C(=O)[C@H](CCC(=O)O)n3cc(C(N)CC(C)C)nn3)CC2)nc(N2CCN(C(=O)[C@H](CCC(=O)O)n3cc(C(N)[C@H](C)CC)nn3)CC2)n1 (stereo not given in full)	-0.14
O=C(Nc1ccc2c(c1)OCCO2)C1CCC1	0.05
COc1ccc(-c2cnc(SCC(=O)Nc3nc(C(C)(C)C)cs3)n2Cc2ccco2)cc1	-5.7*
CCCCN1C(=O)C2NN=C(C(=O)OCC)C2C1=O (stereo not given)	0.053
O=C(CSc1nnc(-c2ccco2)o1)NC1CC2CCC1C2 (stereo not given)	1.4
COc1cccc(N(C(=O)c2cccs2)c2nc3ccccc3s2)c1	-0.39
O=C(Nc1ccc(/C=C/c2nc3ccccc3o2)cc1)c1ccc(F)cc1	-1.6
Cc1cc2nnc(SCCCCN3C(=O)c4ccccc4C3=O)n2c2ccccc12	-2.4
Cc1cc(=O)[nH]c(N2CCN(C(c3ccccc3)c3ccccc3)CC2)n1	-0.59
COCc1[nH]nc2c1C(c1ccc(OC)cc1)C(C#N)=C(N)O2 (stereo not given)	0.56
O=C(NCCCn1ccnc1)c1cc(C(=O)C2CC2)c[nH]1	-0.44
O=C(NC(Cc1ccccc1)c1ccc2c(c1)OCCCO2)c1ccccc1F (stereo not given)	-2.8
Cc1ccc(NCCC(=O)c2ccc(Br)cc2)cc1	0.069
CCOc1cc(C(N)=O)cc(Br)c1OCC	0.96
CN1CCOCCOCCN(C)C1=O	0.61
O=C(Cn1c(=O)sc2ccccc21)Nc1ccccc1	1.5
CCCOc1ccc2ccccc2c1/C=N/n1c(C)nnc1-n1nc(C)cc1C	-3.3*
(list continues)
SMILES	Cav32 inh
C=CCOc1nc2c(c(=O)n(C)c(=O)n2C)n1Cc1c(Cl)cccc1Cl	0.49
CC(C)Cn1cnc2sc3c(c2c1=N)CCCC3	-0.33
CCOc1ccccc1NC(=O)C1CCN(C(=O)NCc2ccccc2)CC1	0.78
COc1ccc(N2CCN(c3ncnc4c3[nH]c3ccccc34)CC2)cc1	-0.13
COc1ccccc1-c1cc(C(=O)NCCCn2ccnc2)no1	0.41
Cc1nnc(NC(=O)Cn2cnc3c2c(=O)n(C)c(=O)n3C)s1	0.32
CCCc1cc2c(cc1NC(=O)c1ccc(C)cc1)OCO2	-0.7
Cc1c(C#N)c(N=CN(C)C)c(C(=O)c2ccccc2)n1-c1ccccc1	0.076
CCOC(=O)N1CCC(Nc2c(NCCCOC)c(=O)c2=O)CC1	0.57
O=C(NCc1ccc(N2CCCC2=O)cc1)NC1CCCCC1	-0.18
Cc1cc(C)n(-c2ccc(C(=O)Nc3nnc(C4CC4)s3)cc2)n1	-0.54
CCOC(=O)c1cc2c(ccn2C)n1CC(=O)N1CCC(Cc2ccccc2)CC1	-1.2

Cav32 inh, hit marks shown above.
SMILES	Cav32 inh
COc1ccc(-c2nc3c(c(=O)[nH]c(=O)n3Cc3ccccc3)n2Cc2ccccc2)cc1	-6.4*
COc1ccc(-c2cnc(SCC(=O)Nc3nc(C(C)(C)C)cs3)n2Cc2ccco2)cc1	-5.7*
CCCOc1ccc2ccccc2c1/C=N/n1c(C)nnc1-n1nc(C)cc1C	-3.3*

Carrying on:
SMILES	Cav32 inh
O=S(=O)(NCc1cccnc1)c1cccs1	0.28
Cc1nc2ccccc2cc1OCc1ccc(F)cc1	-1.5
O=C(Cc1cccc2ccccc12)Nc1ccc(-c2cc3ccccc3oc2=O)cc1	-1
CCN(CCC(=O)Nc1ccc(Br)c(C)c1)Cc1ccccc1	0.024
COc1ccc(C(=O)Nc2nc3ccc(S(C)(=O)=O)cc3s2)cc1	-0.017
Cc1ccc(-c2cc(C)nc3nc(N)nn23)cc1	1.2
CCC(C)Sc1nnc(Cc2cc(=O)[nH]c(=O)[nH]2)n1-c1ccc(F)cc1 (stereo not given)	0.27
CCOCCCn1c(SCC(=O)NC(C)(C)C)nc2ccccc2c1=O	2.3
Cc1ccc2cc(CN(CC3CCCO3)S(=O)(=O)c3ccc4c(c3)OCCO4)c(=O)[nH]c2c1C (stereo not given)	-1.5
CCOc1ccccc1C(=O)N1CCOCC1	-0.012
C=CCn1c(=N)n(CC(O)COc2ccc(OC)cc2)c2ccccc21 (stereo not given)	-0.98
O=C(Cc1sc(-c2ccccc2Cl)nc1-c1ccccc1)Nc1ccc(F)cc1	-0.75

As entered above.
C=CCn1c(=N)n(CC(O)COc2ccc(OC)cc2)c2ccccc21 (stereo not given) in Cav32 inh = -0.98
O=S(=O)(NCc1cccnc1)c1cccs1 in Cav32 inh = 0.28
CCOc1ccccc1C(=O)N1CCOCC1 in Cav32 inh = -0.012

New compounds follow.
SMILES	Cav32 inh
COc1ccc(Cn2nnnc2CN(Cc2cc3cc(C)ccc3[nH]c2=O)C2CCCC2)cc1	-0.017
O=C(NNc1cccc(Cl)n1)c1c(Cl)cccc1Cl	0.026
CCOC(=O)c1ccc(NC2OC(=O)c3ccccc32)cc1 (stereo not given)	1
OCC12COC(c3ccccc3)N1C(c1ccccc1)OC2 (stereo not given)	0.008
O=C(C1CCCO1)N1CCN(Cc2nc3ccccc3c(=O)[nH]2)CC1 (stereo not given)	1.8
N#Cc1c(NC(=O)CN2CCN(C(=O)c3ccco3)CC2)sc2c1CCCCC2	0.3
CCOC(=O)CSc1nc2c(sc(=S)n2Cc2ccco2)c(=O)n1-c1ccc(F)cc1	-2.5
Cc1ccccc1N(CC(=O)N/N=C/c1ccccc1Cl)C(=O)c1ccccc1	0.024
CCN(CC)CC#CC(C)(C)OC(C)=O	0.089
CCC(Sc1nc2n[nH]c(C)c2c(=N)n1-c1ccc(C)c(Cl)c1)C(=O)N1CCOCC1 (stereo not given)	2.6
O=C(Cc1cccs1)N(Cc1cccs1)C1(C(=O)NC2CCCCC2)CCCCC1	-5.5*
CN1C(=O)NC(c2ccccc2)C2=C1CN(Cc1ccco1)C2=O (stereo not given)	0.68
COC(=O)c1ccc(CSc2ncnc3c2oc2ccccc23)o1	-0.065
O=C(NCc1ccco1)c1cc(-c2ccccc2)c(N2CCOCC2)s1	0.16
CC1(c2nnc(Cc3ccccc3)o2)CC(c2cccc(Cl)c2)=NO1 (stereo not given)	-1.9
Cc1cc(C(=O)CC#N)c(C)n1-c1ccc(OC(F)F)cc1	-1.2
Cc1c(N=Cc2ccco2)c(=O)n(-c2ccccc2)n1C	0.079
O=C(C1=C[C@H](C2CC2)C[C@H](OCCCCO)O1)N1CCOCC1	0.47
COc1cccc(NS(=O)(=O)c2nc3nc(C)cc(C)n3n2)c1	0.73
COC(=O)CCC(=O)c1oc2ccc(Br)cc2c1N	-0.25
O=S(=O)(Nc1ccc2c(c1)OCO2)c1cccs1	0.2
CC(=O)C1=C(O)C(=O)N(CCc2c[nH]c3ccccc23)C1c1ccco1 (stereo not given)	0.43
c1cnc2ccc(C(c3nnnn3C3CCCC3)N3CCSCC3)cc2c1 (stereo not given)	-0.012
COc1ccccc1-c1nc(C#N)c(N2CCN(c3ccccc3)CC2)o1	-0.56
C=CCn1c(SCC(=O)N2CCN(c3ccc(F)cc3)CC2)nnc1-c1ccco1	0.53
CCc1cc2c(NCCC(=O)O)nc(C)nc2s1	0.23
Cc1ccc(N/N=C/c2c(O)cc(C)oc2=O)cc1	-0.16
O=C(O)C1(NS(=O)(=O)c2ccc(F)c(Cl)c2)CCCCC1	-0.34
COc1ccc(-c2cc(-c3ccccc3)c(C#N)c(S(C)=O)n2)cc1 (stereo not given)	-1.4
CN(C)C(C)(C)C#CCCCCC#CC(C)(C)N(C)C	0.071
CN1CCN(C(=O)c2ccccc2NC(=O)Cc2ccccc2)CC1	1
CCCCCCN1C(=O)C(O)=C(C(C)=O)C1c1ccc(Cl)cc1 (stereo not given)	-7.8*
Cc1cc(C)c2ccc(C)[n+]([O-])c2c1O	1.3
O=C(c1ccccc1)c1ccc(CN2C(=O)c3ccccc3C2=O)o1	-2.7
CCCn1c(NCc2ccc(C)o2)nc2ccccc21	-0.75
CCCn1cc(S(=O)(=O)CC(=O)N2CCc3ccccc32)c2ccccc21	-2.1
C=C(C)Cn1c(C2CC(=O)N(Cc3ccccc3)C2)nc2ccccc21 (stereo not given)	-0.081
CCc1c(C)sc(NC(=O)c2ccco2)c1C(=O)N1CCCCC1	0.9
O=C(CP(=O)(CO)CO)c1ccc(Cl)cc1	0.49
Cc1cc2cc(C(c3nnnn3C3CCCC3)N(Cc3cccnc3)Cc3ccco3)c(=O)[nH]c2cc1C (stereo not given)	-3.3
COc1cc(/C=C2/N=C(c3ccccc3)OC2=O)c(F)cc1OCc1ccccc1	-1.3
COC(=O)CCCC[C@H]1SC[C@H]2NC(=O)N[C@]21O	0.068
CCSc1nnc(NC(=O)NCC(F)(F)F)s1	-0.0015
O=C(Cc1ccccc1)Nc1c2c(nn1-c1cccc(Cl)c1)CS(=O)(=O)C2	-0.97
O=S(=O)(c1cccc(-c2nnc(-c3ccc(Br)cc3)o2)c1)N1CCCCCC1	1.5
Cc1cc(C)n(CC(=O)n2nc(C)cc2C)n1	0.025
CN(C)c1nc(Nc2ccccc2)nc(Oc2ccc(=O)[nH]n2)n1	0.044
CN(C)C(=O)Cn1c(SCC(=O)N2CCCc3ccccc32)nc2ccccc21	0.3

6 structures out of the list, ordered by length of the SMILES, rising:
SMILES	Cav32 inh
CN1CCOCCOCCN(C)C1=O	0.61
CCOc1cc(C(N)=O)cc(Br)c1OCC	0.96
OCC12COC(c3ccccc3)N1C(c1ccccc1)OC2 (stereo not given)	0.008
Clc1ccc(N2CCN(c3ncnc4c3oc3ccccc34)CC2)cc1	0.24
COc1ccc(N2CCN(c3ncnc4c3[nH]c3ccccc34)CC2)cc1	-0.13
O=C(Cc1cccs1)N(Cc1cccs1)C1(C(=O)NC2CCCCC2)CCCCC1	-5.5*

The results go on:
SMILES	Cav32 inh
COC(=O)C1=C(C)NC(=O)CC1c1ccccc1 (stereo not given)	-0.23
CS(=O)(=O)c1ccc2nc(NC(=O)C3COc4ccccc4O3)sc2c1 (stereo not given)	0.015
O=C1CN(C(=O)COC(=O)Cc2ccsc2)c2ccccc2N1	0.09
COc1cc2ccccc2cc1C(=O)Nc1ccc(N2CCN(C)CC2)cc1	0.95

These rows are one share of the data; count on the stated rates, not on these rows.
